Compound activity as filed in PubChem.
Lipid storage S3: qHTS Assay for Lipid Storage Modulators in Drosophila S3 Cells | AID 2685 | Potency in µM for hits, for the others lipid storage change, negative = inhibition, % at the top dose, mostly 46.1 µM | actives 0.64% (n = 320,000) | Drosophila S3 cells, BODIPY lipid droplet fluorescence, 18-24 h; cells fed with added oleic acid; active = well fitted inhibition curve with a large enough effect in the signal ratio, with a control signal flat, not every such curve was filed as active; inconclusive = small, poorly fitted or top-dose-only effect, or effect the other way, or a change in a side signal; the % refers to the signal ratio
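Drosophila S3 cells loaded with oleic acid (400 uM, as added) and compounds at several concentrations; lipid droplets imaged by 488-nm laser-scanning cytometry, 500–530 nm intensity and object ratio to cell channel. Percent activity normalized to 20 uM Triacsin C.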
Lipid storage S3 cell count max: second read-out of Lipid storage S3, no call of its own (marks repeat the call); cell number change, %; measured here: cell count max response;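 cells counted by Cell Tracker Red CMTPX staining in the red channel; peak over a dose series mostly up to 46.1 µM; percent activity relative to internal control wells on each plate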
* = called active by the depositor; i = inactive; u = inconclusive; x = not tested or not shown. % is set by controls: 0 for no effect and ±100 for the full control effect; potency is the fitted concentration of half-maximal effect. This is a subset; the hit share may differ from the screen's.

SMILES,Lipid storage S3,Lipid storage S3 cell count max
COCCCNC(=O)C1CCCCN1S(=O)(=O)c1ccc(F)cc1 (configuration not stated),u,x
O=C(Cc1ccc(Cl)cc1)Nc1ccc(-c2cc3ccccc3oc2=O)c(Cl)c1,u,x
O=C(O)c1ccc(NC(=O)c2ccccc2NC(=O)c2ccccc2Cl)cc1,6.6%,24.1
Cc1cc(C)cc(N2CN=c3s/c(=C\c4ccco4)c(=O)n3C2)c1,u,x
CC(C)(CN1CCN(c2ccccc2)CC1)NS(=O)(=O)c1ccccc1,u,x
O=C(CCCN=C1NS(=O)(=O)c2ccccc21)OCC(=O)c1ccccc1Cl,u,x
Cc1cc(C)n2nc(SCc3c(F)cccc3Cl)nc2n1,23.0%,16.4
Cc1ccccc1CSc1ncnc2ccccc12,1.3%,-1.8

(continued)
SMILES,Lipid storage S3,Lipid storage S3 cell count max
CCc1nc2sc3c(c2c(=O)n1NC(=O)CCl)CCCC3,i,x
O=C(NNC(=O)c1cccnc1)Nc1ccc([N+](=O)[O-])cc1,-4.2%,-1.6
CS(=O)(=O)N(CC(=O)Nc1ccc2c(c1)OCO2)Cc1ccccc1,i,x
COc1ccc(C2=NOC(Cn3c(Cc4ccc(Cl)cc4)nc4c3c(=O)n(C)c(=O)n4C)C2)cc1 (configuration not stated),13.6%,-18.0
CCN(CC)S(=O)(=O)c1ccc(NC(=O)C2c3ccccc3Oc3ccccc32)cc1,-27.0%,-7.2
Cc1cccc(-n2c(SCC(=O)O)nc3sc4c(c3c2=O)CCC4)c1,-13.2%,9.3
CN(C)c1ccc(C=NC(CO)C(O)c2ccc([N+](=O)[O-])cc2)cc1 (configuration not stated),u,x
O=C(CCNC(=O)c1ccc(Br)cc1)NC1CCCc2ccccc21 (configuration not stated),u,x

The listing continues.
SMILES,Lipid storage S3,Lipid storage S3 cell count max
Cc1c(Br)cc(C(=O)NC2CCCCC2)c(C)c1C,-4.4%,-1.9
COCc1cc(C)nc(OCC(=O)N/N=C/c2ccc(-c3cccc([N+](=O)[O-])c3)o2)c1C#N,6.2%,-4.2
CCc1ccccc1NCc1cc(=O)oc2cc(C)ccc12,u,x
CCCCOc1ccc(C(=O)N2CCNC(=O)C2CC(=O)OC(C)C)cc1 (configuration not stated),i,7.1
CC(C)(C)c1ccccc1NC(=O)NC1CCN(Cc2c(F)cccc2Cl)CC1,1.2%,10.2
Cc1ccc(/C=N/n2cnc3sc4c(c3c2=O)CCCC4)o1,u,x
Oc1c(N=NC(=S)Nc2ccccc2F)c2ccccc2n1Cc1cccc(Cl)c1,u,x
Cc1cc(C)nc(NNC(=O)NC2CCCCC2)n1,u,x

(next part)
SMILES,Lipid storage S3,Lipid storage S3 cell count max
O=C(NNC(=O)C1CCN(c2ncccn2)CC1)c1ccccc1,4.5%,3.7
Cc1nn(-c2ccccc2)c(C)c1NC(=O)COc1ccc(C#N)cc1,0.1%,x
NC(=O)CSc1nnc(NC(=O)C2CC(=O)N(c3ccc(F)cc3)C2)s1 (configuration not stated),-2.9%,19.6
O=C(O)c1cc(S(=O)(=O)Nc2cccc(S(=O)(=O)N3CCCC3)c2)ccc1Cl,u,x
CCN(Cc1cnn(C)c1)C(=O)c1ccc(OC2CCN(S(=O)(=O)N(C)C)CC2)cc1,i,-3.5
CC(C)(C)c1cc(NC(=O)Nc2ccccc2OC(F)(F)F)no1,u,x
CC1CCCCN1CCCNC(=O)c1nn(C)c2c1CSc1ccccc1-2 (configuration not stated),u,x
COc1ccccc1NC(=O)CSCc1cc(=O)n2ccsc2n1,i,12.8

(cont.)
SMILES,Lipid storage S3,Lipid storage S3 cell count max
CC(=O)c1cc(C)ccc1OC(=O)c1cccc2nc(C)oc12,u,x
Cc1nc2sc(C(c3cccc(F)c3)N3CCN(C(=O)c4ccco4)CC3)c(O)n2n1 (configuration not stated),u,x
CCN(C(=O)c1ccco1)C1C2CC3CC(C2)CC1C3 (configuration not stated),-19.4%,-1.9
COc1cc(OC)c(OC)cc1CN(C)CCc1ccccn1,u,x
CC(C)Nc1nnc(SCC(=O)c2c[nH]c3ccccc23)s1,-21.1%,0.4
O=C(CSc1nnnn1C1CCCCC1)Nc1cccc(NC(=O)c2ccco2)c1,u,x
CC1(C)CC(NS(=O)(=O)c2ccc(C(C)(C)C)cc2)CC(C)(C)N1,u,x
O=C(c1ccc(Cl)c(S(=O)(=O)N2CCOCC2)c1)N1CCCCCC1,u,x

Next part.
SMILES,Lipid storage S3,Lipid storage S3 cell count max
Cc1noc(C)c1COC(=O)CN(C)S(=O)(=O)c1ccc(Cl)cc1,i,-3.0
O=c1c2ccccc2nc2n1C(CSCc1ccccc1)CS2 (configuration not stated),u,x
COc1cccc(C(=O)COC(=O)C(C)N2C(=O)c3ccccc3C2=O)c1 (configuration not stated),2.4%,8.0
O=C(Nc1ccccc1)C1=C[C@@H](c2coc3ccccc3c2=O)C[C@@H](OCc2ccc(CO)cc2)O1,-0.6%,-2.6
CNC(=S)NNC(=O)c1ccc(C(C)(C)C)cc1,5.6%,15.4
CN1CCN(c2ccc([N+](=O)[O-])cc2/C=N/NC(=O)c2ccc(F)cc2)CC1,u,x
Cc1ccc(OCCC(=O)OCC(=O)Nc2ccc(C)cc2Cl)cc1,u,x
COc1cccc(-c2cc3nc4c(c(N5CCC6(CC5)OCCO6)n3n2)CCCC4)c1,u,x

(more compounds)
SMILES,Lipid storage S3,Lipid storage S3 cell count max
CCN1C(=O)C(CC(=O)Nc2ccc(F)cc2)N(Cc2ccco2)C1=S (configuration not stated),u,x
COc1ccc(/C=N/NC(=S)NCC2CCCO2)cc1 (configuration not stated),21.6%,-1.9
CC(=O)Nc1ccc(S(=O)(=O)c2ccc(N)cc2)cc1,u,x
O=C(O)CC/C(=N/NC(=O)CNC(=O)Cc1ccccc1)c1ccccc1,u,x
COc1ccc(-c2csc3ncn(CC(=O)N4CCOCC4)c(=O)c23)cc1,u,x
O=C(COC(=O)/C=C/c1cccc([N+](=O)[O-])c1)NCc1ccco1,u,x
Cn1c(SCc2c(Cl)cccc2Cl)nnc1-c1cccs1,u,x
CNS(=O)(=O)c1ccc(Oc2ccc(S(=O)(=O)NC)cc2)cc1,i,-21.1

One compound at a time, as listed above. Values in the order: Lipid storage S3	Lipid storage S3 cell count max
O=C(COC(=O)/C=C/c1cccc([N+](=O)[O-])c1)NCc1ccco1 as listed: u	x
CC(=O)Nc1ccc(S(=O)(=O)c2ccc(N)cc2)cc1 as listed: u	x
CCN1C(=O)C(CC(=O)Nc2ccc(F)cc2)N(Cc2ccco2)C1=S (configuration not stated) as listed: u	x
CNS(=O)(=O)c1ccc(Oc2ccc(S(=O)(=O)NC)cc2)cc1 as listed: i	-21.1

(next part)
SMILES,Lipid storage S3,Lipid storage S3 cell count max
O=C(O)CCCCCCC1C(=O)NC(=O)N1CCC(O)C1CCCCC1 (configuration not stated),u,x
N/C(=N\OC(=O)c1cccc(C(F)(F)F)c1)c1cnccn1,u,x
CCOc1ccc(Cc2c(C)[nH]c3ccc(C(=O)O)cc3c2=S)cc1,u,x
CC(=O)Nc1ccc(S(=O)(=O)Nc2cccc(-c3csc(C)n3)c2)cc1,u,x
COc1cccc(-c2noc(C3CCCN(C(=O)CC(C)(C)C)C3)n2)c1 (configuration not stated),u,x
Brc1ccc(NC(c2ccccc2)c2ccncc2)cc1 (configuration not stated),7.3%,18.3
CCCc1nc(SCC(=O)N2CCCc3ccccc32)c2c(=O)n(C)c(=O)n(C)c2n1,u,x
CN(Cc1ccccc1)c1ccc(N2C(=O)CCC2=O)cc1[N+](=O)[O-],0.1%,-1.8

Additional structures
SMILES,Lipid storage S3,Lipid storage S3 cell count max
CC[C@H](C)[C@H](NC(N)=O)C(=O)NCCc1ccc(OC)c(OC)c1,u,x
CSCCNC(=O)c1ccc(OC2CCN(S(=O)(=O)N(C)C)CC2)cc1,u,x
COc1ccccc1-c1csc(-n2ncc(C#N)c2N)n1,-17.3%,29.0
COc1ccc(CCNc2ncnc3c2[nH]c2cc(OC)c(OC)cc23)cc1OC,u,x
COc1ccc(C(OCC(O)CNCCc2ccccc2)c2ccc(OC)cc2)cc1 (configuration not stated),u,x
CCCC(=O)c1ccc2c(c1)OCCO2,u,x
Cc1cc(NC(=O)Cn2nc(C(=O)O)c3ccccc3c2=O)c([N+](=O)[O-])cc1C,u,x
COc1ccc(/C=N/NC(=O)c2cc(=O)[nH]c3ccccc23)cc1OC,-16.2%,-0.7

(listing goes on)
SMILES,Lipid storage S3,Lipid storage S3 cell count max
C[N+]1([O-])[C@@H]2Cc3cc4c(cc3[C@@H]1Cc1cc3c(cc12)OCO3)OCO4 (some centres not stated),-0.4%,-3.9
O=C(COc1ccc(Br)cc1)N(Cc1cccs1)C1CCS(=O)(=O)C1 (configuration not stated),u,x
O=C1CC(N2CCN(Cc3ccccc3)CC2)C(=O)N1CCc1ccccc1 (configuration not stated),u,x
CC1CCCCC1NC(=O)NC(=O)COC(=O)c1ccc(OC(F)F)cc1 (configuration not stated),11.5%,-8.2
Cc1ccc(OCCC(=O)OCC(=O)c2c(N)n(CC(C)C)c(=O)n(C)c2=O)cc1,u,x
O=C(COC(=O)CNC(=O)c1ccc(Br)cc1)Nc1nnc(-c2ccccc2)o1,u,x
NC(=O)c1cc([N+](=O)[O-])ccc1NCc1ccccn1,u,x
OCCCNc1ncnc2scc(-c3ccc(Cl)cc3)c12,i,-3.6

In the list so far, 2 contain a CF3 group:
SMILES,Lipid storage S3,Lipid storage S3 cell count max
CC(C)(C)c1cc(NC(=O)Nc2ccccc2OC(F)(F)F)no1,u,x
N/C(=N\OC(=O)c1cccc(C(F)(F)F)c1)c1cnccn1,u,x

Remaining list, next part:
SMILES,Lipid storage S3,Lipid storage S3 cell count max
O=C(CSc1ccsc1[N+](=O)[O-])N1CCN(c2ccccn2)CC1,u,x
COc1ccc2[nH]c(C)c(CCN3C(=O)C4CC=CCC4C3=O)c2c1 (configuration not stated),u,x
O=[N+]([O-])c1ccc(NCCCNS(=O)(=O)c2ccccc2)c(Cl)c1,16.8%,5.6
COc1cc(/C=C2\CCc3c2nc2ccccc2c3C(=O)O)cc(OC)c1OC,1.6%,5.8
CSc1nsc(SC)c1C(=O)NC(=O)Nc1cccnc1,3.9%,12.9
Cc1cc(C)c(S(=O)(=O)N2CCCC2=O)c(C)c1,-9.2%,24.8
COc1ccc(CN2C(=O)C(C)S/C2=N/N=C/c2ccco2)cc1 (configuration not stated),24.3%,-1.7
CC(C(=O)O)N1CCCCC1 (configuration not stated),-7.3%,-0.6

Next part
SMILES,Lipid storage S3,Lipid storage S3 cell count max
CC(C)Cn1c(SCC(=O)N2CCCc3ccccc32)nc2ccccc2c1=O,25.1%,-13.2
CN(C1CCCCC1)S(=O)(=O)c1cc2c3c(c1)CCN3C(=O)CC2,22.2%,x
Cc1occc1-c1nnc(SCC(=O)NC(C)(C)C)n1C(C)c1ccccc1 (configuration not stated),u,x
COc1ccc(C(=O)c2c(-c3ccc(OC)cc3)oc3ccccc23)cc1,u,x
Cc1[nH]c2ccc(C(=O)NCCN3CCOCC3)cc2c1C,i,-8.0
CCOC(=O)N1CCN(CC(O)COCc2ccc(Cl)cc2)CC1 (configuration not stated),u,x
CCc1cccc(NC(=O)Cn2c3[n+](c4ccc(C(F)(F)F)cc42)CCCCC3)c1,u,x
O=C(CSc1nnc(-c2c[nH]c3ccccc23)o1)NCC1CCCO1 (configuration not stated),-1.0%,-10.0

(listing goes on)
SMILES,Lipid storage S3,Lipid storage S3 cell count max
CC(C)=C1SC(N2CCN(c3ccc(Cl)cc3)CC2)=NC1=O,u,x
Cc1ccc(C(C)(C)C)cc1S(=O)(=O)N1CCC(C(=O)N2CCN(c3ccc(O)cc3)CC2)CC1,3.66µM*,-13.6*
O=C(NCc1cccc(Cl)c1)C1CCC(=O)N(CCCN2CCOCC2)C1 (configuration not stated),u,x
Cc1cc(C)n(CCNCc2c(C(=O)N3C[C@@H](C)O[C@@H](C)C3)nc3ccc(Cl)cn23)n1,-14.7%,2.0
CCCC(C(=O)O)N1C(=O)/C(=C2\C(=O)N(C)c3ccccc32)SC1=S (configuration not stated),15.4%,14.8
O=C(N/N=C\c1cccc(F)c1)c1ccc(-c2ccccc2)cc1,i,0.9
CNC(=S)N/N=C/c1c(C)nn(-c2cccc(Cl)c2)c1Cl,u,x
CCCNC(=O)c1[nH]c(C)c(C(=O)OCC)c1C,21.5%,0.4

(more compounds)
SMILES,Lipid storage S3,Lipid storage S3 cell count max
Cc1ccc(-n2c(CNc3ccc(F)cc3)nnc2SCC(=O)O)cc1,-24.8%,-6.6
O=C(O)c1ccc2c(c1)C(=O)N(CCC1=CCCCC1)C2=O,i,x
O=Cc1ccc(Cl)c(Cl)c1,u,x
COc1ccc(NC(=O)c2ccccc2F)cc1Cl,2.0%,2.5
CCOC(=O)C1CCN(CC(O)COc2ccc(S(=O)(=O)N3CCCC3)cc2[N+](=O)[O-])CC1 (configuration not stated),u,x
COc1cccc(CN2C(=O)C(C)N(C(=O)c3c(F)cccc3F)c3ccccc32)c1 (configuration not stated),-0.6%,-8.0
COc1ccc(Cl)cc1Nc1nc(-c2cccnc2)cs1,u,x
CCN(CC)CCNC(=O)c1ccc(N)cc1,u,x
CC1(C)Cc2ccccc2C(=NC(Cc2ccccc2)C(=O)O)N1 (configuration not stated),u,x
Cc1oc(C(C)(C)C)cc1C(=O)N1CCCC1C(=O)O (configuration not stated),u,x
CNC(=O)CSc1nnc(-c2cccc(S(=O)(=O)N3CCOCC3)c2)n1-c1ccc(F)cc1,-15.8%,x
